# Bioassay records as filed in PubChem BioAssay.
# P. falciparum M17LAP: P. falciparum M17LAP inhibitors, primary screen, biochemical, fluorogenic H-Leu-NHMec substrate, 1536-well (AID 1619). 0.38% of 220,000 active. inhibition, % at 30 µM; hits with a dose series show IC50 in µM. recombinant M17LAP, H-Leu-NHMec fluorogenic kinetic assay; higher % means a stronger effect;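 active = compound inhibiting the enzyme by more than half at any dose during confirmatory dose-response retesting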;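 note: plate controls were full reaction with DMSO carrier for no effect and no enzyme background for full effect; strong numbers were not always called active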
# Siah-1 displacement: Siah-1 peptide-binding antagonists, primary screen, biochemical, fluorescence polarization, rhodamine-plectin, uHTS (AID 1817). Siah-1 / rhodamine-plectin peptide fluorescence polarization; higher % means a stronger effect. one-dose displacement, % at 20 µM; IC50 in µM for titrated hits. 0.02% of 290,000 active;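 active = displacement of at least 50% at 20 µM, with a fluorescence ratio check between 0.3 and a set limit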;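 note: plate controls were Siah plus tracer with DMSO for no effect and tracer alone without Siah for full effect; strong numbers were not always called active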
# AID2073: inhibitors of Mint1-CaV2.2 protein interaction, biochemical, HTRF (AID 2073); HTRF protein-protein interaction, Mint1-CaV2.2; higher % means a stronger effect; one-dose inhibition, % at 20 µM; IC50 in µM for titrated hits; 0.19% of 290,000 active; in the data active = inhibition mostly above about 51%, no sharp cut-off; note: some results filed as inactive read as strong as hits
# LYP inhibition: PTPN22 lymphoid phosphatase activity blockers – biochemical, fluorescence intensity, uHTS (AID 1779); recombinant LYP phosphatase, fluorescence intensity; higher % means a stronger effect; inhibition, % at 11.5 µM, or IC50 in µM where a hit was titrated; 0.054% of 290,000 active;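 note: plate controls were vehicle with enzyme for no effect and no enzyme for full effect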
# XIAP displacement: XIAP antagonists, biochemical, IAP family, fluorescence polarization (AID 1018); 0.007% of 200,000 active; one-dose displacement, % at 20 µM; IC50 in µM for titrated hits; XIAP BIR domain, fluorescence polarization peptide displacement; higher % means a stronger effect; in the data active = displacement above about 50%; note: a part of the inactive calls stands beside numbers as strong as those of hits
# Dynein cargo inh: blocks dynein driven cargo transport along microtubules | 0.47% of 220,000 active | z-score, hits read low | 3617.4 mouse cells, GR-EGFP nuclear translocation imaging; test concentration mostly 20 µM; stimulated with dexamethasone, 1 µM; stronger effect = lower value | AID 1381;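 active = plate z-score of nuclear minus cytoplasmic receptor signal below a set negative limit, without overly bright fluorescence or cell loss, cut at about -3.5 in these data, passing the limit was not always enough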;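 note: z-score of nuclear minus cytoplasmic ring GR-EGFP intensity difference per well; some compounds called inactive have numbers as strong as hits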
#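 Buffer or medium: tetracycline-free induction medium containing charcoal-stripped FBS / Reagent: dexamethasone agonist, 1.0 µM final, for 30 min / Technique: automated 10x imaging of fixed Hoechst-stained cells / Times: induction 48 h, compound 1 h, agonist 30 min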
# M1AAP inhibition: malaria alanyl aminopeptidase activity blockers – biochemical, fluorogenic H-Leu-NHMec substrate, 1536-well (AID 1445). recombinant M1AAP, H-Leu-NHMec fluorogenic kinetic assay; higher % means a stronger effect. inhibition, % at 30 µM, or IC50 in µM where a hit was titrated. 0.42% of 220,000 active;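 active = primary inhibition above the hit cutoff, then over 50% inhibition at one or more dose response concentrations, cut at about 23% in these data, passing the limit was not always enough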;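 note: plate controls were DMSO full reaction for no effect and no enzyme background for full effect; strong numbers were not always called active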
# PMI inhibitors: MPI enzyme activity inhibition – biochemical, fluorescence intensity, coupled assay, primary screen (AID 1209); purified PMI enzyme, coupled fluorescence intensity; higher % means a stronger effect; inhibition, % at 20 µM, or IC50 in µM where a hit was titrated; 0.42% of 190,000 active;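 note: plate controls were DMSO vehicle for no effect and wells lacking substrate for full effect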
# human PMI inhibitors: human PMI inhibitors, high substrate, primary screen, biochemical, fluorescence intensity, high mannose 6-phosphate (AID 1220) | recombinant PMI enzyme, coupled fluorescence intensity; higher % means a stronger effect | 0.66% of 190,000 active | inhibition, % at 20 µM; hits with a dose series show IC50 in µM
# Dynein cargo inh cytoplasmic EGFP: further read-out of Dynein cargo inh, marked with its call; z-score; measured here: cytoplasmic GR-EGFP intensity; stronger effect = higher value
# Dynein cargo inh nuclear GR-EGFP: recorded beside Dynein cargo inh, whose call it bears; z-score; measured here: nuclear GR-EGFP intensity;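 lower value marks the stronger effect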
# Dynein cargo inh cell count: second read-out of Dynein cargo inh, no call of its own (marks repeat the call); z-score; measured here: cell count per field
# Numbers without * were called inactive; . = not tested or not shown. Cut-off read from the data, not from the text of the source, unless noted: active = inhibition above about 50%; inactive = the rest.
# The first 2 compounds, ahead of the listing:
SMILES,P. falciparum M17LAP,Siah-1 displacement,AID2073,LYP inhibition,XIAP displacement,Dynein cargo inh,Dynein cargo inh cytoplasmic EGFP,Dynein cargo inh nuclear GR-EGFP,Dynein cargo inh cell count,M1AAP inhibition,PMI inhibitors,human PMI inhibitors
O=C(CCS(=O)(=O)Cc1ccccc1F)N1CCc2ccccc2C1,6%,-2%,-3%,-8%,-2.9%,0.57,-0.53,0.29,0.46,6%,-1%,20%
CCCCn1nc(C(=O)OCC(=O)Nc2sccc2C(N)=O)c2ccccc2c1=O,-5%,-3%,3%,0%,-2.8%,1.6,-0.33,1.1,-0.24,0%,12%,0%

# All compounds of this part (from the top)
SMILES,P. falciparum M17LAP,Siah-1 displacement,AID2073,LYP inhibition,XIAP displacement,Dynein cargo inh,Dynein cargo inh cytoplasmic EGFP,Dynein cargo inh nuclear GR-EGFP,Dynein cargo inh cell count,M1AAP inhibition,PMI inhibitors,human PMI inhibitors
O=C(CCS(=O)(=O)Cc1ccccc1F)N1CCc2ccccc2C1,6%,-2%,-3%,-8%,-2.9%,0.57,-0.53,0.29,0.46,6%,-1%,20%
CCCCn1nc(C(=O)OCC(=O)Nc2sccc2C(N)=O)c2ccccc2c1=O,-5%,-3%,3%,0%,-2.8%,1.6,-0.33,1.1,-0.24,0%,12%,0%
Cc1cc(-n2c(C)cc(C(=O)CSc3nnnn3-c3ccccc3)c2C)no1,12%,4%,-4%,3%,-2.2%,-0.35,-0.19,-0.012,0.21,3%,0%,18%
CCC(C)(C)NC(=O)C(c1ccc(C)cc1)N(CC1CCCO1)C(=O)CNC(=O)c1cccs1 (stereo unspecified),14%,-3%,10%,1%,-8.1%,-0.68,-0.21,-0.55,0.1,7%,1%,-1%
O=C(c1cc2cc([N+](=O)[O-])ccc2oc1=O)N1CCN(C2CCCCC2)CC1,-1%,-3%,-2%,-5%,-3.5%,-1.2,-0.13,-0.15,1.1,7%,10%,19%
Cc1c(N)cccc1-n1cnnn1,-4%,1%,0%,-4%,-4.0%,1.4,-0.3,0.94,-0.72,-4%,-8%,-1%
N#C/C(=C\c1cccnc1)c1ccc(Br)cc1,11%,1%,7%,5%,.,-0.74,-0.23,-0.45,0.43,4%,.,.
CCOC(=O)C1CCCN(C(=O)C(C)Oc2ccc(Cl)cc2Cl)C1 (stereo unspecified),13%,0%,-7%,-6%,-4.7%,0.12,-0.3,0.28,0.58,11%,2%,-1%
Cc1ccc(C)c(NC(=S)N(C2CCCCC2)C(C)c2cccnc2)c1 (stereo unspecified),-9%,1%,3%,-9%,.,1.3,0.26,1.9,-2.7,-8%,.,.
Cc1onc(-c2ccccc2)c1C(=O)Nc1nc(-c2ccccc2)cs1,10%,-2%,45%,8%,-3.0%,2.2,0.11,2.5,-2,19%,6%,-1%
O=C(CCCN1C(=O)/C(=C\c2cccc(Br)c2)SC1=S)Nc1cccnc1,-5%,33%,24%,-5%,-0.2%,-0.89,-0.22,-0.34,1.7,-7%,11%,13%
CC1=CC(C)C2(COC(=O)Nc3ccccc3)COC(C)C1C2C (stereo unspecified),-11%,0%,-5%,1%,-7.7%,-0.77,-0.28,-0.56,1.6,6%,10%,4%
COc1ccc(CCNc2cc(C)nc3c(-c4ccc(Cl)cc4)cnn23)cc1OC,-1%,7%,33%,-2%,-5.6%,1,-0.009,0.71,0.28,4%,28%,15%
O=C(NCCC1=CCCCC1)N[C@@H](Cc1ccccc1)C(=O)O,45%,0%,-2%,-6%,0.3%,-0.53,-0.18,0.0082,0.33,2%,7%,6%
CCOC(=O)C1CCCN(C(=O)c2ccc(Cl)cc2)C1 (stereo unspecified),-2%,6%,31%,-7%,-3.1%,-0.51,-0.32,0.098,0.81,6%,-8%,-6%
Cc1nc(-c2cccc(Cl)c2)n[nH]1,-5%,-1%,-13%,-8%,.,0.28,-0.23,0.57,-0.16,0%,.,.
COc1cc(S(=O)(=O)Nc2ccc(C)cc2)ccc1N=Cc1c(C)c(C#N)c(=O)n(C)c1O,-3%,-3%,31%,6%,-10%,0.97,-0.2,0.35,-0.85,-3%,-19%,37%
CC(C)COc1ccc(-c2cc(C(=O)NN)[nH]n2)cc1,2%,0%,14%,-1%,-7.0%,1.6,-0.2,1.1,-2.1,-6%,4%,7%
CN1CCN(C(=O)C2=C[C@@H](c3ccc(C(F)(F)F)cc3)C[C@@H](OCc3ccc(CO)cc3)O2)CC1,2%,2%,6%,0%,-5.2%,-0.44,-0.29,0.041,-0.27,2%,0%,3%
COCCn1c(C)nc2oc3ccc(Br)cc3c(=O)c2c1=O,13%,6%,12%,2%,-9.5%,0.5,-0.3,-0.21,-0.14,9%,-10%,-5%
CC(CC(=O)N1CCN(c2ccccc2)CC1)c1ccccc1 (stereo unspecified),-9%,-1%,-1%,1%,-10%,0.8,-0.31,0.03,-0.27,10%,-13%,-7%
CC(C)c1ccc(N=C2NN=C(c3cccs3)CS2)cc1,-1%,-4%,18%,-3%,-7.3%,1.2,-0.27,0.75,-0.63,5%,15%,0%
O=C(c1cccc(Oc2ccccc2)c1)N1CCN(c2ccccn2)CC1,0%,4%,26%,0%,-5.3%,-0.21,-0.32,0.12,-0.54,2%,-2%,3%
CS(=O)(=O)N(C(=O)NC(=O)NC12CC3CC(CC(C3)C1)C2)C1CCCCC1,-2%,10%,13%,-4%,0.3%,0.72,-0.27,1.3,-1.7,2%,-2%,0%
O=C(C1CCN(S(=O)(=O)N2CCOCC2)CC1)N1CCN(c2ccccc2F)CC1,-5%,4%,0%,-5%,-1.3%,-0.73,-0.25,0.29,0.94,0%,0%,-2%
# (further entries)
SMILES,P. falciparum M17LAP,Siah-1 displacement,AID2073,LYP inhibition,XIAP displacement,Dynein cargo inh,Dynein cargo inh cytoplasmic EGFP,Dynein cargo inh nuclear GR-EGFP,Dynein cargo inh cell count,M1AAP inhibition,PMI inhibitors,human PMI inhibitors
COc1cccc(CNC(=O)CCC2CCCN(C3CCOCC3)C2)c1 (stereo unspecified),.,3%,25%,-3%,-5.8%,-0.39,-0.17,0.25,-0.095,.,6%,3%
COc1ccc(C(=O)NCC(c2ccc(F)cc2)N2CCOCC2)cc1S(=O)(=O)N1CCCC1 (stereo unspecified),7%,-1%,3%,-12%,-2.5%,-0.76,-0.26,-0.17,0.65,-2%,7%,15%
Oc1cccc2ccc[n+](CC(O)Cn3c4ccccc4c4ccccc43)c12 (stereo unspecified),-3%,-4%,-7%,-7%,-3.8%,0.23,-0.26,0.42,-0.24,3%,8%,42%
COc1ccc(Nc2nnc(-c3ccc(N4CCOCC4)c([N+](=O)[O-])c3)c3ccccc23)cc1,8%,2%,-5%,6%,3.9%,-0.017,-0.11,0.3,0.73,2%,10%,7%
COC(=O)c1c(NC(C)=O)sc(C(=O)Nc2ccccc2OC)c1C,26%,9%,6%,-5%,-8.3%,-0.76,-0.19,-0.54,1.3,3%,10%,8%
COc1ccc(OC)c(N/C(=N/C(=S)Nc2ccccc2)Nc2nc(C)cc(C)n2)c1,0%,0%,47%,-2%,.,1.4,-0.25,0.49,0.1,11%,.,.
CCOCCCNC(=O)CCC(=O)NNc1nc2ccccc2c2nc(C)nn12,0%,-5%,7%,-8%,-4.8%,-0.24,-0.29,0.024,-0.11,2%,58%*,2%
O=C(O)c1ccc(N/N=C/c2cccc3nccnc23)cc1,23%,-3%,10%,6%,.,-1.3,-0.25,0.017,1,8%,.,.
Cc1nc(C(=O)Nc2ccc(Cl)cc2)sc1C1(C)CC(c2ccccc2)=NO1 (stereo unspecified),9%,3%,1%,7%,.,0.77,-0.63,0.53,-0.61,1%,.,.
CC12COC3(P(=O)(c4ccccc4)c4ccccc4)CC1CCC23CP(=O)(c1ccccc1)c1ccccc1 (stereo unspecified),2%,-3%,-18%,-1%,-7.7%,0.086,-0.34,0.34,0.3,8%,0%,0%
CCOC(=O)/C=c1\s/c(=C\c2c(OCC)ccc3ccccc23)c(=O)n1CC(=O)NCC1CCCO1 (stereo unspecified),-1%,2%,10%,5%,-5.1%,-0.37,0.12,-0.13,0.53,4%,13%,16%
O=S(=O)(c1cc(Cl)sc1Cl)N1CCCC1,-1%,0%,2%,-8%,.,-0.025,-0.2,0.0081,0.084,4%,.,.
Cc1cccc(C)c1NC(=O)COn1nnc2ccc(C(F)(F)F)cc21,1%,6%,0%,-6%,3.3%,-0.57,-0.29,-0.52,0.69,-2%,-3%,-6%
O=C(Cn1ccc(C(F)(F)F)n1)N=Nc1c(O)[nH]c2ccccc12,2%,4%,-8%,-2%,-2.4%,1,-0.22,0.73,-0.44,0%,5%,11%
COCCNC(=S)N/N=C(\C)c1ccccc1O,4%,-2%,-29%,-4%,2.7%,-0.98,-0.27,-0.48,0.18,0%,-3%,1%
CC(=O)N1CCN(C(=S)Nc2ccc(SC(F)F)cc2)CC1,-2%,0%,-24%,0%,-6.0%,-0.058,-0.13,0.43,0.83,9%,-11%,-9%
c1ccc(COc2ccc(OCCOCCn3cncn3)cc2)cc1,3%,1%,-4%,1%,-1.5%,-1,-0.26,-0.61,0.79,7%,2%,4%
COc1ccccc1CNC(=O)[C@@H]1CCCN1C(=O)C1CCN(S(=O)(=O)c2ccc(C)cc2)CC1,-2%,-3%,-1%,-7%,-2.9%,-0.59,-0.16,0.15,0.069,5%,-2%,-4%
C=CCn1c(Cc2cccs2)nnc1SCC(=O)Nc1cc(OC)cc(OC)c1,8%,-1%,-8%,-2%,-1.1%,1.1,-0.22,1.2,-1.4,10%,6%,7%
COc1ccc(N2CCN(C(C)C(=O)Nc3nnc(C)s3)CC2)cc1 (stereo unspecified),1%,-2%,-8%,-11%,-6.1%,-0.37,-0.23,0.047,0.34,-6%,4%,8%
COC(=O)c1ccc(NC(=O)c2cn(-c3cccc(C)n3)cn2)cc1,8%,-4%,22%,-3%,-6.3%,0.18,-0.28,0.64,-0.55,2%,-4%,-6%
Cc1nnc(Nc2ccc(Cl)cc2)s1,-2%,3%,-1%,-7%,.,-0.48,-0.24,0.18,-0.18,5%,.,.
O=C(Cn1cc(C(=O)c2ccco2)c2ccccc21)Nc1ccccc1F,6%,2%,2%,-3%,-8.8%,-0.34,-0.17,-0.1,0.96,2%,6%,12%
O=C(NN=C1CCC(c2ccccc2)CC1)c1cc2c(s1)CCCC2 (stereo unspecified),0%,7%,44%,-5%,-7.2%,1.5,-0.27,1,-1,-1%,8%,10%
